ST2 inh = blocks human ST2 binding to IL-33. Q01638. inhibition, % for hits at 17 µM. AlphaLISA ST2-Fc/biotin-IL-33 interaction, 1 h. AID 1259354. 78,000 tested, 2.3% active; in the data active = inhibition above about 30%; inconclusive = mostly about 10% to 28%
Target sequence (Q01638 whole entry, looked up): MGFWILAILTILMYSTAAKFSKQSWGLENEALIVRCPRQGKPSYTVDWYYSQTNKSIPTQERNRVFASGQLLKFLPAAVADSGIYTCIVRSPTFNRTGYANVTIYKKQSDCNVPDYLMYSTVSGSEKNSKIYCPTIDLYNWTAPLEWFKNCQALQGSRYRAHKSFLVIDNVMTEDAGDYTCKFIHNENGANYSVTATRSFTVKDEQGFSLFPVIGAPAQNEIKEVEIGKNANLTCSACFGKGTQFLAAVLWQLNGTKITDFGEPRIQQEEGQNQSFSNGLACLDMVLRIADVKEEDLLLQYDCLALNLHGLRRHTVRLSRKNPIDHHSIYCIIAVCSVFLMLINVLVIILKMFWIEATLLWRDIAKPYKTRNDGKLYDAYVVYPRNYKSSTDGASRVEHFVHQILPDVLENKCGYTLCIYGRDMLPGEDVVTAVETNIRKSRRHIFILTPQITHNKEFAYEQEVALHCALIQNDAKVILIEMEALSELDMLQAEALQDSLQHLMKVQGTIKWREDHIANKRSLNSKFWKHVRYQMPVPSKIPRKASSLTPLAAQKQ
Active calls of the source: *; i = inactive; ? = inconclusive. Some of the compounds tested (hit frequency here may not be typical).

SMILES	ST2 inh
COc1ncccc1C(=O)NC1CC(=O)N(C2Cc3ccccc3C2)C1 (stereo unspecified)	?
O=[N+]([O-])c1ccccc1/C=C/CN1CCN(CCO)CC1	i
Cc1[nH]c(-c2ccccc2)nc1C(=O)N1C[C@@H]2[C@@H]3CC[C@@H](C3)[C@@H]2C1	?
CCCCOC(=O)C1=C(C)Nc2ncnn2C1c1ccccc1F (stereo unspecified)	i
CC(C)OCCCNC(=O)c1cnc2n(c1=O)CCS2	i
CC(Sc1ccccc1)C(=O)NCCc1ccccc1 (stereo unspecified)	i
CCOc1cccc(OCCCCN2CCOCC2)c1	i
CC(NC(=O)c1cc(COc2ccccc2)[nH]n1)c1cn2ccsc2n1 (stereo unspecified)	i
CCCn1ncc(C(=O)NCc2nnc(-c3ccccc3)o2)c1C	i
Cc1ccc(-c2noc([C@@H]3C[C@@H](O)CN3C(C)C)n2)cc1F	i
CCOC(=O)CN1C(=O)COc2ccc(C)cc21	i
Cc1c(NC(=O)CCc2nc(-c3ccccc3F)no2)cccc1[N+](=O)[O-]	i
Cc1ccc([N+](=O)[O-])cc1S(=O)(=O)N(C)C	i
CN1CCN(C(=O)C2c3ccccc3C(=O)N3CCc4ccccc4C23)CC1 (stereo unspecified)	i
Cc1ccc(S(=O)(=O)NCCCSC2CCCCC2)cc1	?
O=C(CSc1nc2ccc(NC(=O)c3ccccc3Cl)cc2s1)NCC1CCCO1 (stereo unspecified)	?
O=C(CC1CCCCC1)Nc1ccccn1	i
O=C(NCc1ccc(Cl)cc1)[C@@H]1Cc2nc[nH]c2CN1Cc1cc2ccccc2o1	i
Cc1cc(-n2c(SCC(=O)O)nnc2C2CC2)n(C)n1	i
Cc1ccc2ncnc(Nc3ccccc3Cl)c2c1	i

As a short view, part of the list above:
SMILES	ST2 inh
O=C(NCc1ccc(Cl)cc1)[C@@H]1Cc2nc[nH]c2CN1Cc1cc2ccccc2o1	i
Cc1cc(-n2c(SCC(=O)O)nnc2C2CC2)n(C)n1	i
Cc1ccc2ncnc(Nc3ccccc3Cl)c2c1	i

Part of the list above, as labelled records.
> Cc1cc(-n2c(SCC(=O)O)nnc2C2CC2)n(C)n1
  ST2 inh = i
> Cc1ccc2ncnc(Nc3ccccc3Cl)c2c1
  ST2 inh = i

(cont.)
SMILES	ST2 inh
Cc1ccccc1-c1noc(CN2CCCC(N3CCCC3=O)C2)n1 (stereo unspecified)	i
CCCN1C(=O)/C(=C\c2nc3ccccc3c(=O)n2-c2ccc(OC)cc2)c2ccccc21	?
Cc1c(C(=O)N2CCC(C)CC2)c(S(=O)(=O)Nc2ccc(S(N)(=O)=O)cc2)c(C)n1C	i
CC1=C(C(=O)OCc2ccccc2)C(c2ccc(F)c(F)c2)C2=C(CCCC2=O)N1 (stereo unspecified)	i
C[C@H]1[C@H](C)CC[C@]2(C(=O)O[C@@H]3O[C@H](CO)[C@@H](O)[C@H](O)[C@H]3O)CC[C@]3(C(=O)O)C(=CCC4[C@@]5(C)CC[C@H](O[C@@H]6O[C@H](CO)[C@@H](O)[C@H](O)[C@H]6O)C(C)(C)C5CC[C@]43C)[C@H]12 (stereo partly specified)	?
COc1ccc(C2N(c3nccs3)C(=O)C3CCCN32)cc1 (stereo unspecified)	?
CCN1CCN(C(c2cccs2)C(C)NS(C)(=O)=O)CC1 (stereo unspecified)	i
CC(NS(=O)(=O)c1ccccc1)C(c1cccs1)N1CCN(c2ccccc2)CC1 (stereo unspecified)	i
CCNc1nc(Oc2ccc(=O)n(C)n2)nc(N(C)C)n1	i
COCCn1c(CCCC(=O)NCc2ccc3c(c2)OCO3)nc2cccnc21	?
Cc1cc(Br)ccc1NC(=O)c1cnc2scc(C)n2c1=O	?
CN1C[C@@H](NC(=O)CC(C)(C)C)C[C@H]1c1nc(-c2cnccn2)no1	34.0%*
O=C1C2CCCN2C(c2cccc(Cl)c2)N1c1nccs1 (stereo unspecified)	i
O=NN(CCCl)C(=O)NCCCl	?
COc1ccc2[nH]cc(CCNC(N)=O)c2c1	i
CN1C[C@H](NS(=O)(=O)c2cc(Cl)ccc2Cl)C[C@H]1CO	i
Cc1nc(N(C)C)ncc1C(=O)N[C@@H]1c2ccccc2C2(CCNCC2)[C@H]1O	i
CCSc1oc(-c2ccc(F)cc2)nc1S(=O)(=O)c1ccc(F)cc1	i
CC1=C(Cl)c2ccc(C)cc2S1(=O)=O	i
CC(=O)Nc1c2c(nn1-c1ccc(C)cc1C)CSC2	i
COc1cc(C2Oc3ccccc3C3CC(c4cccs4)=NN32)cc(OC)c1O (stereo unspecified)	?
COc1cc(Br)c(CC(=O)O)cc1OC	i
Nc1cncc(-n2ccnc2-c2ccccn2)c1	?
CC(=O)OC1c2cc(C)ccc2NC(c2ccc(C)cc2)C1(C)C (stereo unspecified)	i
CC(=O)Nc1ccc(N2CCOCC2)cc1	i
CCCOc1cc(C)c2c(=O)c(Oc3ccccc3)c(C)oc2c1	i
CC1=C[C@@H](CNS(=O)(=O)Cc2ccccc2)[C@H](C(C)C)C[C@H]1CC(=O)N(C)Cc1cccnc1	i
CN1CCCC2(CCN(c3nc(-c4ccncc4)nc4c3CNC4)C2)C1=O (stereo unspecified)	?
CCN1CCCC(CN(C)Cc2ccc(-n3ccnc3)cc2)C1 (stereo unspecified)	?
COc1cc(CNC(=O)CCCCCCC(C)C)ccc1O	i
CC12CCC(C/C1=N/OC(=O)c1ccc(F)cc1)C2(C)C (stereo unspecified)	i
CC1OC(O[C@H]2[C@@H](O)C[C@@]3(C)C([C@H](O)C[C@]4(C)C3CC=C3C5CC(C)(C)CC[C@]5(C(=O)OC5OC(CO)C(O)C(O)C5OC5OCC(OC6OCC(OC7OCC(O)C(O)C7O)C(O)C6O)C(OC6OCC(O)(CO)C6O)C5O)CC[C@]34C)[C@]2(C)CO)C(O)C(O)C1O (stereo partly specified)	i
COc1ccc(OC)c(C(=O)c2ccc(C(=O)NCC3Cc4cccc(-c5ncccn5)c4O3)cc2)c1 (stereo unspecified)	?
O=C(NCC1CCCO1)C1CCN(C2CCN(Cc3cccnc3)CC2)CC1 (stereo unspecified)	?
O=C(N[C@H]1CO[C@H]2[C@@H]1OC[C@H]2O)c1ccco1	i
CCOC(=O)c1c(NC(=O)COc2ccccc2Br)sc(C(C)=O)c1C	i
O=C(NCC1CCCO1)c1ccccc1Sc1ccc([N+](=O)[O-])cc1 (stereo unspecified)	i
O=C(O)c1cccnc1CN1CCCC(c2nc3ccccc3o2)C1 (stereo unspecified)	i
Cn1ccnc1CN1CCN(C(=O)CC(c2ccccc2)c2ccccc2F)CC1 (stereo unspecified)	?
O=C(Nc1ncc([N+](=O)[O-])s1)c1cccc2ccccc12	?
CCOC(=O)c1cc2c(=O)[nH]ccc2nc1C	i
O=C1c2ccccc2C(=O)c2cc(S(=O)(=O)NCc3ccco3)ccc21	?
Cc1ccc(NC(=O)C(C)(C)C)cc1C	i
COc1ccc(OC)c(-c2nc(CN(Cc3cnn(C)c3)C(C)C)c(C)o2)c1	?
CCOc1ccc(Cn2c(CNS(=O)(=O)c3ccc(C)cc3C)nc3cccnc32)cc1	i
COc1ccc(/C=C2\SC(=N)N(c3nonc3N)C2=O)cc1	?
CCN1C(=O)c2ccc(Br)cc2C1=O	i
Cc1[nH]c2ccc(Cl)cc2c(=O)c1CN1CCN(C)CC1	i
CC1CC(C)CN(CC(=O)N2CCCc3c2c(=O)oc2ccc(OCc4ccccc4)cc32)C1 (stereo unspecified)	?
Cc1cccc(COc2ccc3c4c(c(=O)oc3c2)CCC4)c1	i
COc1cc(CN2CCN(c3cccc(Cl)c3)CC2)cc(OC)c1OC	i
CN(C)CCCN1C(=O)C(O)=C(C(=O)c2ccco2)C1c1ccc(F)cc1 (stereo unspecified)	i
CC1(C)CNC(=O)c2nc(-c3cccc(OC(F)F)c3)[nH]c2C1	?
CCOC(=O)c1nn(Cc2ccccc2)c2c1CN(Cc1cn[nH]c1-c1ccccc1)CC2	?
CCS(=O)(=O)N1CCOC(CCCc2ccccc2)C1 (stereo unspecified)	i
Cn1c(=O)c2c(SCC(=O)N3CCc4ccccc43)nc(-c3ccco3)nc2n(C)c1=O	?
CC(=O)Nc1ccc(S(=O)(=O)N[C@H]2CO[C@H]3[C@@H]2OC[C@@H]3n2nnnc2Oc2ccc3c(c2)OCO3)cc1	?
O=C(NCc1ccccc1)c1cccc(OC2CCN(C3Cc4ccccc4C3)CC2)c1	i
O=C(c1cc(COc2ccc3c(c2)OCO3)[nH]n1)N1CCN(CC2CC2)CC1	i
CCNC(=O)N[C@H]1C[C@@H](c2nc(-c3ccccc3)no2)N(C)C1	i

Further entries follow.
SMILES	ST2 inh
CC1(C)CC(=O)C2=C(C1)NC1=C(C(=O)c3ccccc31)C2c1ccc([N+](=O)[O-])o1 (stereo unspecified)	?
CCOC(=O)CSc1nnc(-c2ccccc2OC)o1	i
O=C1C(Nc2ccc(O)cc2)=CC(=NS(=O)(=O)c2ccc(Cl)cc2)c2ccccc21	87.0%*
Cc1ccc(NC(=O)c2cc(-c3ccc4c(c3)OCO4)on2)cc1C	i
O=C(c1ccsc1)N1CCOC(CC2CCCCC2)C1 (stereo unspecified)	i
COc1ccc(OC)c(CC(=O)N2CCC(Cc3nncn3C)CC2)c1	?
Cn1c(=O)c2c(nc(NCCOCCO)n2Cc2ccccc2Cl)n(C)c1=O	i
O=C(Cn1c(=O)n(Cc2ccccc2)c(=O)c2ccccc21)NCC1CCCO1 (stereo unspecified)	i
COc1ccc(Nc2cc(C)nc(Nc3ccc(NC(=O)c4ccc(OC)c(OC)c4)cc3)n2)cc1	?
C=C(c1ccccc1)C(C(=O)O)S(C)(=O)=O (stereo unspecified)	i
CCCOc1ccc(/C=C2\SC(N3CCOCC3)=NC2=O)cc1	?
CCC(=O)N1CCc2cc(S(=O)(=O)NC(C(=O)NC3CCCCCC3)C(C)C)ccc21 (stereo unspecified)	i
Cc1ccccc1C(=O)N1CCN(c2ccc([N+](=O)[O-])c(NCCc3ccccc3)c2)CC1	i
OCCN(Cc1ccccc1)Cc1ccccc1F	i
CCCC(=O)Nc1cccc(NC(=O)COc2cc(Cl)c(Cl)cc2Cl)c1	?
COc1ccc(CCNC(=O)CCCCCn2c(=O)[nH]c3ccsc3c2=O)cc1OC	?
Cc1cc(OCC(=O)N2CCCC2)ccc1Cl	i
C=CCn1nc(C)c(-c2c(-c3ccccc3)ncn2Cc2ccccn2)c1C	?
Cc1ccc(N=Cc2cc(C)cc([N+](=O)[O-])c2O)c(Cl)c1	30.0%*
Cc1ccc(C2CC(c3cccs3)n3nc(N)nc3N2)cc1 (stereo unspecified)	?

Grouped by structure: those above with a tert-butyl group (two)
SMILES	ST2 inh
CN1C[C@@H](NC(=O)CC(C)(C)C)C[C@H]1c1nc(-c2cnccn2)no1	34.0%*
Cc1ccc(NC(=O)C(C)(C)C)cc1C	i

(next part)
SMILES	ST2 inh
O=[N+]([O-])c1ccccc1OCCCN1CCCCC1	i
CCCS(=O)(=O)N[C@H]1CO[C@H]2[C@@H]1OC[C@H]2OC(=O)Nc1ccc(C(C)=O)cc1	i
O=C(c1ccccc1O)N1N=C(c2cccc(Br)c2)CC1(O)C(F)(F)F (stereo unspecified)	i
COc1cc2c(cc1OC)C(CC#N)=NC(C)(C)C2	?
CC(C(=O)N1CCN(Cc2ccc(Cl)cc2)CC1)N1C(=O)c2ccccc2C1=O (stereo unspecified)	i
COc1ccc(OC2CCN(C(C)=O)CC2)c(C(=O)NCc2cccs2)c1	?
COC(=O)[C@@H]1Cc2ncn(C(C)C)c2CN1S(=O)(=O)c1ccc(OC)cc1	i
COc1ccc(NC(=O)c2cccc(C(=O)Nc3ccc(OC)cc3)c2)cc1	i
COc1cc2c(cc1OC)C(C)N(C(=O)c1ccc([N+](=O)[O-])cc1)CC2 (stereo unspecified)	i
Cc1ccccc1CSC1=NCCN1C(=O)c1cc2ccccc2o1	i
CC1(C)Cc2c(c(N3CCOCC3)nc3sc(C(=O)O)c(N)c23)CO1	i
CN(Cc1ccccc1)C(=O)CN(C)S(=O)(=O)c1ccc(Cl)cc1	i
COc1ccccc1CN1CCC(CN(CC(C)C)C(=O)Cc2[nH]nc3ccccc23)CC1	?
N[C@@H]1CC[C@@H](NC(=O)c2ccc3c(c2)ncn3CCO)C1	i
COc1cc(Br)c(CN2CCCN(C)CC2)cc1OC	?
Cc1nnc(SCC(=O)NCCCc2nc3ccc(Cl)cc3[nH]2)s1	?
Cc1ccccc1-c1nnn(CC(=O)Nc2ccc(F)cc2)n1	i
Cc1ccc(CSC2=NS(=O)(=O)c3ccccc32)cc1	i
COCc1ncc(CN(C)Cc2csc(-c3ccccc3)n2)cn1	i
Cc1ccc(-c2noc(CCC(=O)N(C)Cc3ccccc3)n2)cc1	i
Cc1cccc(OCC(=O)Nc2cc(C(F)(F)F)ccc2Cl)c1	i
CCc1ccc2nc(N3CCC(C(=O)NC(C)C)CC3)sc2c1	i
COc1cccc(/C=C2\C(=O)Nc3ccc(Br)cc32)c1OC	i
Cc1sc(N2C(=O)C3CC=C(Cl)CC3C2=O)c(C#N)c1C (stereo unspecified)	?
O=C1CC(c2ccc(O)c(O)c2)Oc2cc(O)cc(O)c21 (stereo unspecified)	i
CN(C)c1nc2c(c(=O)[nH]1)CCN(C(=O)[C@H]1CCCN1)C2	i
CC(=O)c1sc(NC(=O)c2ccco2)nc1C	i
Cc1cccc(C2=N/C(=C\c3cccc(F)c3)C(=O)O2)c1	?
Oc1ccc(SCCCCN2CCOCC2)cc1	i
